Compound activity from PubChem.
CendR NRP1 mod – NRP-1/CendR interaction modulation; O14786; FAM-RPARPAR peptide binding to NRP-1, fluorescence polarization; inhibition, % at 25 µM; 360,000 tested, 0.85% active; AID 602438;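 active = inhibition or corrected inhibition above about 18%, plus a signal ratio from 0.5 to 1.5, limit read from the data, passing the limit was not always enough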; also: strong numbers were not always called active
Scp-1 inhibitor – blocks human Scp-1 phosphatase activity. Recombinant Scp1, phosphopeptide, malachite green phosphate absorbance. inhibition, % at 20 µM. 340,000 tested, 0.88% active;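 active = inhibition above about 50% at 20 µM, limit read from the data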;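 also: plate controls were DMSO wells with enzyme for no effect and wells lacking enzyme for full effect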
Target sequence (Q9GZU7 76-261 limits assumed): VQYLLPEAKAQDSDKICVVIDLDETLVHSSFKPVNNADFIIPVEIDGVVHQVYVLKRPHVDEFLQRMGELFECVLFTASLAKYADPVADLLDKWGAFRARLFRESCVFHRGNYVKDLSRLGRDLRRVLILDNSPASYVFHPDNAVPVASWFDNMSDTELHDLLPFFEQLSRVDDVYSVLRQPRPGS
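Test system – truncated SCP-1 phosphatase (76-261aa) · Reagent – Phosphorylated 17-residue peptide substrate · Incubation – 45 min room-temperature reaction, 5 min colour, 30 min stabiliser · Detection – colorimetric phosphate reagent with accelerator and stabiliser, absorbance at 630 nm · Measure – % inhibition at 20 µM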
SUMO1-SIM PPI – SUMO1-SIM interaction modulation. P63165. SUMO1 binding to a labelled peptide, TR-FRET, 1 h. inhibition, % at 20 µM. 360,000 tested, 0.33% active; in the data active = inhibition above about 37%
NadD block – inhibitors of Staphylococcus aureus NadD; 360,000 tested, 0.78% active; purified NadD enzyme, colorimetric absorbance read-out; AID 602399; inhibition, % at 20 µM; in the data active = inhibition above about 26%; also: some compounds past the cut are filed as inactive
LMPTP inh – blocks human LMPTP phosphatase; recombinant LMPTP-A, OMFP fluorogenic substrate, fluorescence intensity; inhibition, % at 20 µM; 360,000 tested, 0.22% active; AID 651560;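 active = compounds that cut the enzyme signal by at least half of the control window in the single-dose screen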;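 also: plate controls were DMSO wells with enzyme plus substrate for no effect and substrate without enzyme for full effect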
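Material: LMPTP-A; amount: 0.625 nM enzyme; doses: single 20 µM dose; times: reaction 50 min, room temperature, dark; technique: fluorescence intensity of OMFP turnover product; benchmarks: no-enzyme and uninhibited controls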
STEP block – inhibitors of human striatal-enriched phosphatase STEP | P54829 | 360,000 tested, 0.25% active | recombinant STEP, OMFP fluorogenic substrate, fluorescence | AID 588621 | inhibition, % at 20 µM;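 active = inhibition at 20 µM, scaled per plate between control wells, above about 37%, limit read from the data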;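 also: 0% = DMSO with enzyme and substrate and 100% = substrate only without enzyme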
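Assay system: isolated STEP enzyme. Buffer or medium: pH 6.0 Bis-Tris with DTT and Tween 20. Also added: fluorogenic phosphatase substrate OMFP at 25 µM final. Dosing: 20 µM, 1% DMSO. Timing: 20 min reaction, room temperature, in the dark. Measured by: fluorescence intensity, excitation 480 nm, emission 540 nm. Evaluation: normalized % inhibition.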
TbMetRS inhib – Trypanosoma brucei MetRS inhibition. inhibition, % at 11.9 µM. 360,000 tested, 0.4% active. purified T. brucei MetRS, ATP depletion, Kinase-Glo luminescence. AID 624268;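 active = inhibition above a per-plate cutoff of the control wells' mean inhibition plus 3 SD, cut at about 5.5% in these data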;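 also: 0% = DMSO wells median and 100% = median of wells with control inhibitor compound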
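Material: parasite MetRS enzyme / Replication: singlicate, one well per compound / Signal: luminescence of leftover ATP / Schedule: 2 h aminoacylation at 25 °C after 15 min preincubation / Medium: HEPES-MgCl2-KCl buffer plus DTT, spermine, BSA, pyrophosphatase / Doses: 11.9 µM single point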
Neddyl block – blocks human cullin neddylation | 360,000 tested, 0.58% active | calls only at 25 µM | AID 651699 | TR-FRET cullin neddylation, biochemical; in the data active = inhibition above about 36%
Target sequence (P61081 whole entry, looked up): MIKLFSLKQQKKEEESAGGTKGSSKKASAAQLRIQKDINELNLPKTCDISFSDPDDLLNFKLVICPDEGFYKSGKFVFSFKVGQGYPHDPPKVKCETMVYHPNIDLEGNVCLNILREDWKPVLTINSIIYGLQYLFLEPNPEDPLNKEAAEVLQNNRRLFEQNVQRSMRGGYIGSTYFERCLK
Target sequence (Q13564 whole entry, looked up): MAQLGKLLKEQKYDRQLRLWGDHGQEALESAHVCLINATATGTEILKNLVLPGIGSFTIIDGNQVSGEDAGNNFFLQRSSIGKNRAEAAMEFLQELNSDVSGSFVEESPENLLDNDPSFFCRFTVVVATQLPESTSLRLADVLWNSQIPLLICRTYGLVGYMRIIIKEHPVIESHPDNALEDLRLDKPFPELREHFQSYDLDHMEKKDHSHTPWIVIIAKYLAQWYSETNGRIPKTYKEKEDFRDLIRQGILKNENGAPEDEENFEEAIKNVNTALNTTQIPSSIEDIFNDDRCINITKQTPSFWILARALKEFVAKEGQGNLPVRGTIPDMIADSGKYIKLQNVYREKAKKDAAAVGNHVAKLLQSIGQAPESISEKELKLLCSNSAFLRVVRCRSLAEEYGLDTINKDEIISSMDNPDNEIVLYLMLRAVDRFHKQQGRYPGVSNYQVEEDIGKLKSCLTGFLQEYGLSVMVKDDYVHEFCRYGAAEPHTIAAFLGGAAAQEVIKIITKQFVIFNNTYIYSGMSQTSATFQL
SKN-1 inh – blocks SKN-1 activity in C. elegans. C. elegans VP596 Pgst-4::GFP/RFP ratio, acrylamide-induced, 24 h. inhibition, % at 21.8 µM. 360,000 tested, 0.49% active. AID 624304;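 active = interference check ratio from 0.5 to 1.5 plus GFP to RFP signal ratio inhibition reaching or exceeding a fixed threshold, cut at about 30% in these data, passing the limit was not always enough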; also: some compounds called inactive have numbers as strong as hits
DNMT1 inh – inhibitors of human DNMT1; DNMT1 molecular beacon, Hinp1I cleavage, fluorescence; inhibition (reported as % activation of signal), % at 10 µM; 360,000 tested, 0.83% active; in the data active = inhibition above about 50%
* hit, by the source's call; i = inactive; x = no result given; & = joins results of further samples; ! = not active in a repeat.

The line under a structure holds: CendR NRP1 mod	Scp-1 inhibitor	SUMO1-SIM PPI	NadD block	LMPTP inh	STEP block	TbMetRS inhib	Neddyl block	SKN-1 inh	DNMT1 inh
> C[n+]1ccccc1/C=N/O
    2&1	52*!	-5&-4	1&10	-2.7&-2.0	1&-3	-0.8&-0.8	i	-11&1	0&1
> COc1ccc(C(=O)NCC(=O)N2CCNC(=O)C2)cc1OC
    -4	-1	3	-4	-0.8	2	-0.1	i	2	-3
> Cc1c(C(=O)OCC(=O)NC(C)c2ccccc2)oc2ccccc12 (centres undefined)
    -9	4	7	-4	0.0	0	-0.1	i	1	2
> Cc1ccc(C(=O)Nc2ccccc2N2CCN(C(=O)C(C)C)CC2)cc1
    4	-6	3	-6	-0.4	-1	-0.8	i	3	-1
> Cc1nc2ccccc2c(=O)n1/N=C/c1ccncc1
    -7	-4	-2	-1	-1.6	-1	-2.1	i	-11	3
> COC(=O)c1cccnc1NC(=S)NC1CCCCC1
    0	2	3	-7	0.2	1	-0.4	i	1	1
> Cc1cc(-c2csc(N)n2)c(C)n1-c1ccc(Cl)c(Cl)c1
    -4	9	3	36*	1.1	-1	0.7	i	6	-33
> CC1CCCC(NC(=O)COC(=O)/C=C/c2ccc(S(=O)(=O)N3CCOCC3)cc2)C1C (centres undefined)
    0	-6	-16	-4	0.1	1	0.1	i	-2	-1
> CCNC(=O)/C(C#N)=C/c1c(N(Cc2ccccc2)Cc2ccccc2)nc2ccccn2c1=O
    -5	6	-14	1	0.9	2	-1.7	i	0	-2
> FC(F)(F)c1ccc(NC(=S)NCc2ccccc2)cc1
    -6	-1	-4	-7	1.9	-1	-0.6	i	-2	4
> FC(F)(F)c1cccc(N2Cc3ccccc3C2)c1
    -4	-6	1	5	-1.5	0	-0.9	i	21	-3
> COc1ccc2nc(SCc3ccccc3C)nc(C)c2c1
    5	9	-1	-4	1.5	2	-0.1	i	3	6
> CN(C1(C)CCS(=O)(=O)C1)S(=O)(=O)c1ccc2ccccc2c1 (centres undefined)
    5	-1	1	-7	0.1	-3	-0.5	i	-8	9
> CCc1noc(C)c1C(=O)Nc1ccc(S(=O)(=O)N2CCCCC2)cc1
    8	-3	3	-5	1.1	0	0.0	i	-19	-5
> COc1ccc(OCc2cc(/C=N\NC(=O)c3ccccc3)ccc2OC)cc1
    -13	-14	-4	8	4.4	4	0.1	i	7	-4
> CC(C)C(NC(=O)c1ccccc1Cl)C(=O)OCc1nc2scc(-c3ccccc3Cl)c2c(=O)[nH]1 (centres undefined)
    -10	-4	5	-1	-2.4	4	-0.4	i	-2	-2
> CC(C)C(=O)Nc1ncc(Cc2cccc(Cl)c2)s1
    -16	-6	0	-2	1.1	10	-0.1	i	8	0
> CCOc1ccc(-n2nnc3c(=O)n(CC(=O)c4ccccc4)cnc32)cc1
    -6	-5	3	-2	12	-1	-0.2	i	3	5
> COc1ccccc1C(=O)N/C(=C/c1ccc(Br)cc1)C(=O)NCCCn1ccnc1
    5	0	-12	5	-4.6	0	-0.6	i	-1	-2
> COc1ccc(C2SCC(=O)N2c2nc3ccccc3s2)cc1 (centres undefined)
    -3	-11	0	-1	2.0	-1	-0.7	i	1	-5
> CC(C)CC(c1nnnn1C(C)(C)C)N1CCN(Cc2ccccc2)CC1 (centres undefined)
    10	-6	4	2	-0.9	-2	0.2	i	20	1
> O=C1Cc2ccccc2Sc2ccc(O)cc21
    -13	-9	-8	-4	0.8	-1	-0.3	i	15	-20
> O=C(CSCc1ccc(Cl)cc1)Nc1cccc(C(=O)Nc2ccccc2C(=O)O)c1
    -15	-12	13	-1	-0.5	-4	-2.5	i	-21	-3
> O=C(NCC1CCCO1)c1cccc(NC(=O)c2ccccc2)c1 (centres undefined)
    7	0	1	-1	-0.4	4	-0.5	i	-13	2
> C=C(C(=O)c1ccccc1)C(C)CC(=O)c1ccccc1 (centres undefined)
    10	6	9	-2	0.6	-2	-0.2	i	-1	20
> CCN1CCN(c2ccccc2NC(=O)c2ccc(-n3cccn3)cc2)CC1
    11	-5	7	-3	-0.8	-2	-0.1	i	1	-5
> O=C(c1cc(COc2ccc(F)cc2Cl)on1)N1CCN(c2cnccn2)CC1
    1	2	9	-4	0.9	0	0.3	x	-15	-2
> Cc1cc(C)c(C(=O)c2ccccc2)c(C)c1
    3	-7	3	-9	-0.5	2	-0.3	i	14	4
> COc1ccc2oc(-c3ccncc3)cc(=O)c2c1
    -2	-5	-25	2	-1.5	7	-0.1	x	17	0
> COc1cc(-c2nc3cnccn3c2Nc2ccccc2)ccc1O
    3	-7	-14	2	1.3	-1	-0.1	x	-1	-5

Molecules from the list above with a CF3 group (2):
The line under a structure holds: CendR NRP1 mod	Scp-1 inhibitor	SUMO1-SIM PPI	NadD block	LMPTP inh	STEP block	TbMetRS inhib	Neddyl block	SKN-1 inh	DNMT1 inh
> FC(F)(F)c1ccc(NC(=S)NCc2ccccc2)cc1
    -6	-1	-4	-7	1.9	-1	-0.6	i	-2	4
> FC(F)(F)c1cccc(N2Cc3ccccc3C2)c1
    -4	-6	1	5	-1.5	0	-0.9	i	21	-3

More structures:
The line under a structure holds: CendR NRP1 mod	Scp-1 inhibitor	SUMO1-SIM PPI	NadD block	LMPTP inh	STEP block	TbMetRS inhib	Neddyl block	SKN-1 inh	DNMT1 inh
> COc1cccc(CNC(=O)CC(NC(=O)c2ccccc2)c2ccccc2)c1 (centres undefined)
    3	-6	3	-6	1.7	0	-0.6	i	6	0
> COC(=O)c1ccc(NC(=O)c2ccccc2N(C)S(=O)(=O)c2ccccc2)cc1
    -3	-17	0	1	-0.2	-1	-0.7	i	6	-2
> O=C(Nc1ccc(N2C(=O)CCC2=O)cc1Cl)c1cccs1
    -8	1	5	-8	1.4	4	-0.1	i	1	3
> O=C(NCC1CCCO1)C(c1cccnc1)N(C(=O)Cc1cccs1)c1cccnc1 (centres undefined)
    6	-8	21	3	-1.2	-2	0.1	i	6	0
> CC1=C(C)/C(=N\OC(=O)/C=C/c2ccccc2)C=CC1=O
    2	-14	-16	-1	-0.8	1	-0.8	i	-18	2
> COc1cccc(CNC(=O)COC(=O)CN(C)S(=O)(=O)c2ccc(NC(C)=O)cc2)c1
    15	-2	0	-3	-0.5	-3	-0.5	i	-3	2
> Cc1sc(NC(=O)CSc2nnc(COc3ccccc3)n2C)c(C#N)c1C
    -3	-8	-1	0	-1.3	-1	0.6	i	-4	6
> COCCN(C(=S)Nc1ccc(OC)cc1)C(C)c1cccs1 (centres undefined)
    -4	-5	-3	0	-2.2	-1	-0.5	i	-12	2
> COc1ccccc1NC(=O)COC(=O)c1c(C)nn(-c2ccccc2)c1C
    -4	-6	2	-2	0.5	-2	-0.1	i	2	1
> CCOc1ccccc1OCC(=O)NC1CCSc2ccccc21 (centres undefined)
    13	x	3	-9	0.4	1	0.6	i	13	4
> O=C(c1ccc(COc2ccc(Br)cc2)o1)N1N=C(C(F)F)CC1(O)C(F)F (centres undefined)
    -9	-10	1	-5	1.2	-3	-0.2	i	6	-12
> CC(C)C(C=Cc1ccccc1)=NNS(=O)(=O)c1ccccc1
    -12	x	4	3	2.3	0	-0.2	i	-12	-5
> Cc1ccc(CC(=O)N2CCN(c3cccc(C(F)(F)F)c3)CC2)cc1
    11	6	-4	1	0.6	2	0.5	i	12	-2
> Cc1cc(NC(=O)COC(=O)C2CCN(S(=O)(=O)c3cccc(Cl)c3Cl)CC2)no1
    15	1	2	-2	-1.4	-1	0.1	i	30	-7
> C[N+](C)(C)CCNC(=O)c1c[nH]c2ccccc12
    -7	x	-3	11	-6.3	x	-0.1	i	-3	x
> Cc1ccc(NC(=O)C2(NC(=O)c3ccccn3)CCCCC2)cc1Br
    -12	-2	-2	9	-0.1	0	-1.1	i	-8	1
> CCOc1ccc(NCC(=O)Nc2ccc(C)cc2C)cc1
    3	-12	0	2	0.0	8	-0.8	i	8	-7
> COc1ccc(N=C2NC(=O)/C(=C/c3ccco3)S2)cc1
    4	-42	2	1	3.5	3	4.8	i	-4	2
> COc1ccc2oc(C(F)(F)C(F)F)cc(=O)c2c1
    2	-7	-4	-4	-0.5	-3	-1.7	x	36*	-2

Filtered by structure: those above containing bromine (three)
The line under a structure holds: CendR NRP1 mod	Scp-1 inhibitor	SUMO1-SIM PPI	NadD block	LMPTP inh	STEP block	TbMetRS inhib	Neddyl block	SKN-1 inh	DNMT1 inh
> COc1ccccc1C(=O)N/C(=C/c1ccc(Br)cc1)C(=O)NCCCn1ccnc1
    5	0	-12	5	-4.6	0	-0.6	i	-1	-2
> O=C(c1ccc(COc2ccc(Br)cc2)o1)N1N=C(C(F)F)CC1(O)C(F)F (centres undefined)
    -9	-10	1	-5	1.2	-3	-0.2	i	6	-12
> Cc1ccc(NC(=O)C2(NC(=O)c3ccccn3)CCCCC2)cc1Br
    -12	-2	-2	9	-0.1	0	-1.1	i	-8	1
